Bioassay records from PubChem.
Wnt act = Wnt/beta-catenin pathway activators, primary screen, cell-based, plate reader, single point. Wnt/beta-catenin reporter cell assay, activator. activation, % at 9.35 µM. 300,000 tested, 1.2% active; in the data active means activation above about 30%, passing the limit was not always enough; inconclusive means no clear call, values can overlap the other calls;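 further: 0% = neutral control wells and 100% = positive control wells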
PvdQ inh = P. aeruginosa PvdQ acylase inhibitors, primary screen, biochemical, fluorescence, plate reader and imaging, single point; PvdQ acylase [Pseudomonas aeruginosa LESB58]; purified PvdQ acylase; inhibition, % at 10 µM; 340,000 tested, 0.063% active; in the data active means inhibition above about 30%, passing the limit was not always enough; inconclusive means no clear call, values can overlap the other calls;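 further: 0% = vehicle neutral wells and 100% = reference inhibitor wells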
Tat export inh = E. coli Tat export inhibitors, primary screen, MC4100, TorA-mCherry reporter, fluorescence, single point; inhibition, % at 10 µM; 340,000 tested, 0.036% active;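 active means mean replicate inhibition at least 50% and at least half of replicates individually reaching 50%; inconclusive means only one of the two criteria met; inactive means neither criterion met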;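 further: exported cargo escapes ClpAP degradation while cytoplasmic cargo is degraded and loses fluorescence; 0% = median of neutral control wells and 100% = median of NaSCN control wells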
Rtt109 Vps75 = inhibitors of C. albicans Rtt109/Vps75 HAT, primary screen, biochemical, ThioGlo CoA-SH fluorescence, plate reader; purified Rtt109/Vps75, 4 h; inhibition, % at 34.9 µM; 330,000 tested, 0.16% active;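 active means inhibition of at least 50% in every replicate; inconclusive means best replicate reaches 50% inhibition but some replicates fall short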
Target sequence (Q5AAJ8 whole entry, looked up): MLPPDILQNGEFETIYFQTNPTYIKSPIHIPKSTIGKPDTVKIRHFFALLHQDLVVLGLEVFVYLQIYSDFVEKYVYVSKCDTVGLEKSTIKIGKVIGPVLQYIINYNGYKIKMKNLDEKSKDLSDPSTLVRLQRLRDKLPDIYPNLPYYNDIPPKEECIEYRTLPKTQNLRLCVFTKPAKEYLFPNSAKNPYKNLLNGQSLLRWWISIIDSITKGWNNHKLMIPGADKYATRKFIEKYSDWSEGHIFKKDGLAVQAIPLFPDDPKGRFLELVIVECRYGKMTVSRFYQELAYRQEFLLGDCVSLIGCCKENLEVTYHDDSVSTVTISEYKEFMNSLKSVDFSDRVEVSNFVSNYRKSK
CAL PDZ inh = CAL PDZ peptide-binding inhibitors, primary screen, biochemical, fluorescence polarization, Cer-tagged CAL PDZ, HTS; Golgi-associated PDZ and coiled-coil motif-containing protein (Homo sapiens), Q9HD26; purified CAL PDZ, TMR-peptide fluorescence polarization, 1 h; inhibition, % at 20 µM; 330,000 tested, 0.02% active; AID 504414, 2011;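 active means highest replicate inhibition of at least 40%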;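 further: plate controls were DMSO neutral control wells for no effect and unlabeled competitor peptide control wells for full effect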
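Control set: unlabelled peptide and DMSO controls / Material: purified CerCALP PDZ construct / Timing: 1 h incubation at room temperature before polarization reading / Doses: 20 µM, one dose / Detection: fluorescence polarization (mP)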
E coli growth = E. coli V3065 growth inhibition, primary screen, counter-screen for AddAB inhibitor project, absorbance, OD600; 18 h; inhibition, % at 11.9 µM; 330,000 tested, 0.27% active;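 active means inhibition above the campaign's mean inhibition across all tested compounds plus 3 SD, cut at about 9.9% in these data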;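 further: uninfected addAB+ strain grown without phage in ampicillin broth; 0% = DMSO wells and 100% = ciprofloxacin 0.95 µg/ml wells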
phage Ecoli inh = growth loss of phage-infected E. coli, primary screen, RecBCD inhibitor project, absorbance, with phage, HTS; AID 651602, 2012; 360,000 tested, 0.26% active; inhibition, % at 11.9 µM; in the data active means inhibition above about 11%
PfHsp90 yeast 2 = growth inhibition of PfHsp90-expressing yeast, primary screen, antimalarial PfHsp90 inhibitor project, S. cerevisiae, BacTiter-Glo luminescence, single point, set 2; BacTiter-Glo ATP, 48 h; yeast lacking PDR1 and PDR3 efflux regulators; inhibition, % at 9.4 µM; 310,000 tested, 0.32% active; AID 504621, 2011;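 active means every replicate shows inhibition above about 80%, whatever the replicate mean, limit read from the data; inconclusive means mean inhibition reaches the set limit but some replicate falls short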;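 further: 0% = DMSO neutral controls and 100% = 20 µM radicicol positive controls; yeast relying on Plasmodium falciparum Hsp90 in place of its own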
DAGLB inhibitor = DAGLB lipase inhibitors, primary screen, biochemical, fluorescence, HTS; 340,000 tested, 0.059% active; AID 504411, 2011; inhibition, % at 5.17 µM; HEK293T DAGLB membrane lysate, EnzChek fluorogenic substrate; Diacylglycerol lipase-beta (Homo sapiens), Q8NCG7; in the data active means inhibition above about 34%;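 further: 0% = enzyme with vehicle and 100% = wells lacking enzyme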
Target sequence (Q8NCG7 whole entry, looked up): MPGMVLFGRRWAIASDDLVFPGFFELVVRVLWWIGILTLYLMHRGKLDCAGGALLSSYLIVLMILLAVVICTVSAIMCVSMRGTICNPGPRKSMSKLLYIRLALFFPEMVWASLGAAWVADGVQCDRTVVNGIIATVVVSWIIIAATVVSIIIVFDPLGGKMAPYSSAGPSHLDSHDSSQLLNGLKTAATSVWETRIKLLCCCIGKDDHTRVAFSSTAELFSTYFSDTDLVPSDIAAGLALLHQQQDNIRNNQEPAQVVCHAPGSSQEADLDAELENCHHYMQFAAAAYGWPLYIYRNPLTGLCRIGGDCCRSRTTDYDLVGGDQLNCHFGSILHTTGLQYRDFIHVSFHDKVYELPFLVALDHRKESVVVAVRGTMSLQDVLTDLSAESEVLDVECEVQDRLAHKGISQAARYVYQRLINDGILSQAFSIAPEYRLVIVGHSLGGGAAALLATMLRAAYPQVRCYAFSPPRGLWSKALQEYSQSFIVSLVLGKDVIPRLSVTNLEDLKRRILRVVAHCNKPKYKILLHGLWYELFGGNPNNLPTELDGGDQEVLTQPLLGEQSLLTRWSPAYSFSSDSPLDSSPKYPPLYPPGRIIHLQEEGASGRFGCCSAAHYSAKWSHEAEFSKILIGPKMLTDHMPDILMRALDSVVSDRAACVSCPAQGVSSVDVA
AddAB inh = growth inhibition of E. coli expressing H. pylori AddAB, primary screen, AddAB inhibitor project, absorbance; inhibition, % at 11.9 µM; 330,000 tested, 0.29% active; AID 435030, 2010; in the data active means inhibition above about 12%;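 further: 0% = vehicle wells of infected cells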
Numbers without * were called inactive; & = joins results of further samples. Random draw from the library. About 1.9% of those tested had a hit in this group.

`CCC1(CC)NC(=O)N(CC(=O)OC(C)C(=O)Nc2ccc(Cl)cn2)C1=O` (stereo not given) gave Wnt act 3, PvdQ inh -16, Tat export inh -4, Rtt109 Vps75 3, CAL PDZ inh -2.4, E coli growth 0.3, phage Ecoli inh 3.8, PfHsp90 yeast 2 -50, DAGLB inhibitor 0 and AddAB inh 1.4.
CCC(C)(C(=O)NC1CCCC1)N(C(=O)c1cnccn1)c1ccccc1 (stereo not given) was read as Wnt act -1, PvdQ inh -16, Tat export inh -4, Rtt109 Vps75 -5, CAL PDZ inh 0.1, E coli growth -0.8, phage Ecoli inh 3.3, PfHsp90 yeast 2 -65, DAGLB inhibitor -6 and AddAB inh 0.7.
Cc1cc(NC(=O)c2cnn3c(C(F)(F)F)cc(-c4ccc(Br)cc4)nc23)no1 was read as Wnt act -2, PvdQ inh -6, Tat export inh 9, Rtt109 Vps75 -4, CAL PDZ inh -1.8, E coli growth -0.7, phage Ecoli inh 2.5, PfHsp90 yeast 2 9, DAGLB inhibitor -3 and AddAB inh 0.8.
Screening Cc1cc2c3c([nH]c2cc1S(=O)(=O)N1CCC2(CC1)OCCO2)CC(C)(C)CC3=O returned Wnt act -3, PvdQ inh 9, Tat export inh -4, Rtt109 Vps75 18, CAL PDZ inh -6.1, E coli growth -0.8, phage Ecoli inh 1.4, PfHsp90 yeast 2 0, DAGLB inhibitor 2 and AddAB inh 2.7.
`Cc1ccccc1NC(=O)NCCN1C(=O)C2C3C=CC(C3)C2C1=O` (stereo not given) gave Wnt act -1, PvdQ inh 15, Tat export inh inconclusive, Rtt109 Vps75 6, CAL PDZ inh -0.8, E coli growth -0.9, phage Ecoli inh 1.2, DAGLB inhibitor 1 and AddAB inh 0.8.
Screening CC1CCN(c2oc(-c3ccccc3Cl)nc2C#N)CC1 returned Wnt act 15, PvdQ inh -15, Tat export inh 4, Rtt109 Vps75 -4, E coli growth -1.9, phage Ecoli inh 3.5, PfHsp90 yeast 2 4, DAGLB inhibitor -31 and AddAB inh 3.9.
For COc1ccc(CCNC(=O)CCc2ccc(S(=O)(=O)NCC(C)C)cc2)cc1 the results were Wnt act 0, PvdQ inh -12, Tat export inh 3, Rtt109 Vps75 2, CAL PDZ inh -0.2, E coli growth 0.2, phage Ecoli inh 3.5, PfHsp90 yeast 2 -4, DAGLB inhibitor 2 and AddAB inh 1.4.
Screening O=C(O)CCCC(=O)Nc1ccc(Cl)c(Cl)c1 returned PvdQ inh -5, Tat export inh -3, Rtt109 Vps75 -7, CAL PDZ inh -1.0, E coli growth -0.6, phage Ecoli inh 2.3, PfHsp90 yeast 2 45, DAGLB inhibitor -1 and AddAB inh 4.2.
CC(=O)c1c(C)nc(-c2ccc(Cl)cc2)nc1N was read as PvdQ inh -14, Tat export inh 1, Rtt109 Vps75 1, CAL PDZ inh -0.5, E coli growth -3.1, phage Ecoli inh 3.7, PfHsp90 yeast 2 -19, DAGLB inhibitor -4 and AddAB inh 0.0.
For CCC(=O)c1ccc(OCC(=O)Nc2nc(C)cs2)cc1 the results were Wnt act 0, PvdQ inh -12, Tat export inh 12, Rtt109 Vps75 -1, CAL PDZ inh -1.0, E coli growth -0.9, phage Ecoli inh 2.3, PfHsp90 yeast 2 -4, DAGLB inhibitor -1 and AddAB inh -0.2.
Screening O=C(CN1CCC(NC(=O)Cc2ccccc2)CC1)Nc1cccc2ccccc12 returned Wnt act -4, PvdQ inh -21, Tat export inh 6, Rtt109 Vps75 -2, CAL PDZ inh -2.4, E coli growth 0.7, phage Ecoli inh 3.0, PfHsp90 yeast 2 -14, DAGLB inhibitor -2 and AddAB inh -0.4.
`CC(C)Oc1ccc2c(c1)OC(c1ccccc1)(C(F)(F)F)NC2=O` (stereo not given) gave Wnt act -7, PvdQ inh -10, Tat export inh -4, Rtt109 Vps75 -6, CAL PDZ inh -0.2, E coli growth 2.1, phage Ecoli inh 1.1, PfHsp90 yeast 2 -25, DAGLB inhibitor 1 and AddAB inh 1.0.
`O=C(COc1cccnc1[N+](=O)[O-])Nc1cc(Cl)ccc1Cl` gave Wnt act -2, PvdQ inh 3, Tat export inh -1, Rtt109 Vps75 1, CAL PDZ inh 0.7, E coli growth -0.4, phage Ecoli inh 4.3, PfHsp90 yeast 2 -8, DAGLB inhibitor 1 and AddAB inh 1.1.
`C/C(=N\NC(=O)c1nnn(-c2nonc2N)c1CN1CCOCC1)c1ccc(CC(C)C)cc1` gave Wnt act 1, PvdQ inh 0, Tat export inh -3, Rtt109 Vps75 -2, CAL PDZ inh -2.1, E coli growth -5.0, phage Ecoli inh 1.9, PfHsp90 yeast 2 -1, DAGLB inhibitor 1 and AddAB inh 1.2.
CCOC(=O)Cc1nn(Cc2ccccc2)c(=O)c2ccccc12 was read as Wnt act 1, PvdQ inh -3, Tat export inh -13, Rtt109 Vps75 48, CAL PDZ inh 0.0, E coli growth -1.3, phage Ecoli inh 2.6, PfHsp90 yeast 2 -12, DAGLB inhibitor -1 and AddAB inh 0.5.
COc1ccc(-n2c(SCC(=O)N3CCN(c4ccccc4)CC3)nc3c(c2=O)SCC3)cc1 was read as Wnt act -1, PvdQ inh 3, Tat export inh 2, Rtt109 Vps75 13, CAL PDZ inh -0.2, E coli growth 1.2, phage Ecoli inh 0.8, PfHsp90 yeast 2 10, DAGLB inhibitor -1 and AddAB inh -4.6.
`Cc1c(C(=O)N(Cc2ccccc2)C2CCS(=O)(=O)C2)oc2ccccc12` (stereo not given) gave Wnt act -1, PvdQ inh -9, Tat export inh -6, Rtt109 Vps75 4, CAL PDZ inh -1.3, E coli growth -2.5, phage Ecoli inh 2.8, PfHsp90 yeast 2 3, DAGLB inhibitor -1 and AddAB inh -1.2.
`COc1ccc(C(=O)NC(=S)NNC(=O)c2ccccc2C)cc1` gave Wnt act 1, PvdQ inh 3, Tat export inh -10, Rtt109 Vps75 -2, CAL PDZ inh -0.5, E coli growth -5.1, phage Ecoli inh -0.7, PfHsp90 yeast 2 -1, DAGLB inhibitor -2 and AddAB inh -2.7.
`Cc1nc2nc(CSc3nnc(C)s3)cc(=O)n2[nH]1` gave Wnt act -2&0, PvdQ inh -9&4, Tat export inh -12&-1, Rtt109 Vps75 0&4, CAL PDZ inh -0.1&-1.9, E coli growth -1.0, phage Ecoli inh 1.6&3.8, PfHsp90 yeast 2 -1&-2, DAGLB inhibitor -4&-2 and AddAB inh 3.5.
For CCOP(=O)(OCC)C(Nc1ccc(F)cc1)c1ccccc1 (stereo not given) the results were Wnt act 4, PvdQ inh -9, Tat export inh -1, Rtt109 Vps75 -2, CAL PDZ inh -0.4, E coli growth 1.9, phage Ecoli inh 1.3, PfHsp90 yeast 2 12 and AddAB inh -0.7.
COc1cccc(CNC(=O)c2cccc(NC3=NC4CS(=O)(=O)CC4S3)c2)c1 (stereo not given) was read as Wnt act -1, PvdQ inh 1, Tat export inh -4, Rtt109 Vps75 1, CAL PDZ inh -0.8, E coli growth -1.8, phage Ecoli inh 2.9, PfHsp90 yeast 2 -5, DAGLB inhibitor 3 and AddAB inh 1.5.
O=C(COc1ccccc1)c1ccccc1 was read as Wnt act 24, PvdQ inh -16, Tat export inh 8, Rtt109 Vps75 -2, CAL PDZ inh -0.7, phage Ecoli inh -0.2, PfHsp90 yeast 2 -19 and DAGLB inhibitor -2.
Screening COc1ccc(N2CCN(C(=O)COCc3cc(-c4ccc5c(c4)OCO5)on3)CC2)cc1 returned Wnt act 2, PvdQ inh 6, Tat export inh -1, Rtt109 Vps75 30, CAL PDZ inh 0.6, E coli growth 0.3, phage Ecoli inh 0.6, PfHsp90 yeast 2 -1, DAGLB inhibitor 2 and AddAB inh 0.4.
`CCOC(=O)N1CCC(NC(=O)CCC(=O)c2ccccc2)CC1` gave PvdQ inh -18, Tat export inh -2, Rtt109 Vps75 -4, CAL PDZ inh -0.3, E coli growth 0.6, phage Ecoli inh 0.7, PfHsp90 yeast 2 12, DAGLB inhibitor -1 and AddAB inh 2.9.
CC(C)NC(=O)CCCn1c(=S)[nH]c2cc3c(cc2c1=O)OCO3 was read as Wnt act -2, PvdQ inh 3, Tat export inh 2, CAL PDZ inh -2.5, E coli growth 1.1, phage Ecoli inh 2.5, DAGLB inhibitor 0 and AddAB inh 3.1.
Screening N#Cc1cccn1-c1nccs1 returned Wnt act -1, PvdQ inh -3, Tat export inh -7, Rtt109 Vps75 -4, CAL PDZ inh -0.3, E coli growth -0.3, phage Ecoli inh 3.5, PfHsp90 yeast 2 -13, DAGLB inhibitor -2 and AddAB inh 1.1.
`Cc1cccc(NC(=O)Cn2c(=O)n3nc(CCn4nc(C)cc4C)nc3c3ccccc32)c1` gave Wnt act -4, PvdQ inh -19, Tat export inh -1, Rtt109 Vps75 12, CAL PDZ inh -0.5, E coli growth -2.3, phage Ecoli inh 2.3, PfHsp90 yeast 2 -2, DAGLB inhibitor -4 and AddAB inh 0.3.
For Cc1snc(SCc2ccc(F)cc2)c1C#N the results were Wnt act 2, PvdQ inh 6, Tat export inh -5, Rtt109 Vps75 -9, CAL PDZ inh -0.7, E coli growth 0.2, phage Ecoli inh 0.9, PfHsp90 yeast 2 3, DAGLB inhibitor -5 and AddAB inh 2.4.
Screening CCCCc1ccc(S(=O)(=O)N2CCN(C(=O)c3ccco3)CC2)cc1 returned Wnt act -6, PvdQ inh -3, Tat export inh -6, Rtt109 Vps75 -2, CAL PDZ inh -1.1, E coli growth 1.3, phage Ecoli inh 2.4, PfHsp90 yeast 2 5, DAGLB inhibitor -5 and AddAB inh 2.1.
`O=C(CSc1nnc(Cn2c(=O)sc3ccccc32)n1-c1ccccc1)N1CCCC1` gave Wnt act -1, PvdQ inh -9, Tat export inh -7, Rtt109 Vps75 -11, CAL PDZ inh -0.6, E coli growth 0.2, phage Ecoli inh -0.5, PfHsp90 yeast 2 -2, DAGLB inhibitor 0 and AddAB inh 3.2.
CCOC(=O)c1c(S(=O)(=O)NCC(=O)Nc2ccccc2F)c(C)n(C)c1C was read as Wnt act -1, PvdQ inh -12, Tat export inh -2, Rtt109 Vps75 -2, CAL PDZ inh -3.4, E coli growth 1.2, phage Ecoli inh 3.7, PfHsp90 yeast 2 10, DAGLB inhibitor -1 and AddAB inh 1.6.
For O=C(COc1ccc(C(=S)N2CCCC2)cc1)Nc1ccccc1C(F)(F)F the results were Wnt act 0, PvdQ inh -10, Tat export inh -5, Rtt109 Vps75 -2, CAL PDZ inh -0.9, E coli growth -2.2, phage Ecoli inh 2.3, PfHsp90 yeast 2 -7, DAGLB inhibitor -4 and AddAB inh 1.5.
